# Screens: PubChem, Sanford-Burnham Center for Chemical Genomics
# UBC13 polyUb = human UBC13 polyubiquitination inhibition | UBC13 polyubiquitin chain formation, TR-FRET | P61088 | AID 485273 | inhibition, % at 20 µM | 0.47% of 330,000 active; in the data active = inhibition above about 45%, passing the limit was not always enough
# Target sequence (P61088 whole entry, looked up): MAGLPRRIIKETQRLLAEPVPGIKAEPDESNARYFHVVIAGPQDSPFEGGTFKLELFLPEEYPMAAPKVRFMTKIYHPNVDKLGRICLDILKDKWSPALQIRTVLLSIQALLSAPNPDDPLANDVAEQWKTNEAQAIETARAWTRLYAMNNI
# SENP1 inh = SENP1 (human) catalytic domain inhibition; 0.21% of 360,000 active; Q9P0U3; recombinant SENP1 catalytic domain, CyPet-SUMO1-YPet FRET cleavage; inhibition, % at 10 µM;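 active = inhibition at least 30% at 10 µM, raw YFP signal under a set limit, fluorescence ratio 0.5 to 1.5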;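 also: 0% = enzyme with DMSO and 100% = no enzyme wells; some results filed as inactive read as strong as hits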
# Target sequence (Q9P0U3 419-644 limits assumed): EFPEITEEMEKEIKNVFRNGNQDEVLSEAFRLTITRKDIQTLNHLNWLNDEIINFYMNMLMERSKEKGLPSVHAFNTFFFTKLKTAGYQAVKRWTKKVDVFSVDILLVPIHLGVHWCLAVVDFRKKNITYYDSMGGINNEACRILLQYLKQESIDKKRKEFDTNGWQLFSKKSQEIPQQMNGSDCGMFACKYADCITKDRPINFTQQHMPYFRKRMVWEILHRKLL
#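 material = recombinant human SENP1 catalytic domain, His6-tagged | quantity = 20 pM enzyme | reagent = 25 nM SUMO1 FRET substrate | compound dosing = 10 µM single point, 0.5% DMSO | timing = 50 min enzyme reaction, room temperature, light-protected | detection = FRET, CFP and YFP emission | control set = no-enzyme low, enzyme-DMSO high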
# SENP7 inh = blocks the human protease SENP7 | recombinant SENP7, Z-RLRGG-aminoluciferin luminescence, 40 min | inhibition, % at 5 µM | 1.5% of 330,000 active | AID 434973;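 active = inhibition above about 50% at the single test dose, limit read from the data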;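 also: plate controls were DMSO with enzyme for no effect and no enzyme buffer wells for full effect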
# SENP8 block-1 = SENP8 (human) protease inhibition; recombinant SENP8, Nedd8 substrate fluorescence; inhibition, % at 20 µM; 0.64% of 360,000 active; AID 602440; Q96LD8; in the data active = inhibition mostly above about 40%, no sharp cut-off; inactive = mostly below about 27%
# SENP6 inh = SENP6 protease inhibition. inhibition, % at 10 µM. Q9GZR1. Recombinant SENP6 catalytic domain, aminoluciferin luminescence. 1.8% of 330,000 active;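 active = inhibition above about 50% at the single tested dose, limit read from the data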;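 also: plate controls were DMSO wells with enzyme for no effect and DMSO wells lacking enzyme for full effect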
# Target sequence (Q9GZR1 628-1112 limits assumed): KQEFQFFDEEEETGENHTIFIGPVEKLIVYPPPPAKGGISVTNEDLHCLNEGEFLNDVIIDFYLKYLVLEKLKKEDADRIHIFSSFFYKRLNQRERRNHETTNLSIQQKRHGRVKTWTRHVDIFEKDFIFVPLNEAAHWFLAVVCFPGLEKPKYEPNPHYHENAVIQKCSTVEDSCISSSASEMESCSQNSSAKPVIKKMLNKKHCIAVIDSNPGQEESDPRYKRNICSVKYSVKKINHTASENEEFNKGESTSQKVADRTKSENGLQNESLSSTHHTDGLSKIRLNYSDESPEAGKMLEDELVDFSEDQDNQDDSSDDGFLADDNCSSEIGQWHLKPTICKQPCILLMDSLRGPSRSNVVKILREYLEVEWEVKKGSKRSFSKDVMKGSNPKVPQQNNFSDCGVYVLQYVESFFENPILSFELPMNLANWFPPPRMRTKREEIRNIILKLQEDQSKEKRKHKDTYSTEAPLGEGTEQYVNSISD
# Apaf-1 inh = blocks human Apaf-1 apoptosome activity; 0.71% of 330,000 active; inhibition, % at 20 µM; AID 489030; reconstituted apoptosome caspase-3 activity, DEVD-Rh110 fluorescence; O14727; active = inhibition of at least 40% at 20 µM;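 also: plate controls were DMSO wells for no effect and DEVD-CHO caspase inhibitor wells for full effect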
#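 System – cell-free apoptosome with Apaf-1, procaspase-3 and caspase-9 · Buffer or medium – pH 7.5 Hepes buffer with CHAPS, BSA, DTT · Also added – cytochrome c with DEVD-Rh110 · Times – 30 min compound preincubation, 50 min activation, room temperature · Technique – Rh110 fluorescence intensity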
# A3G deaminase = APOBEC3G (human) deaminase inhibition; Q9HC16; recombinant A3G, ssDNA deamination FAM/TAMRA fluorescence; inhibition, % at 20 µM; 0.28% of 330,000 active;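 active = inhibition of at least 40% at 20 µM, with no more than 30% in the related APOBEC3A deaminase screen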;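 also: plate controls were DMSO wells with A3G for no effect and wells lacking A3G enzyme for full effect; some compounds called inactive have numbers as strong as hits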
# SENP8 block-2 = SENP8 protease inhibition; purified SENP8, Z-RLRGG-aminoluciferin cleavage, luminescence; inhibition, % at 10 µM; 1.2% of 330,000 active; AID 2540; in the data active = inhibition above about 50%
# Numbers without * were called inactive; i = inactive.
SMILES,UBC13 polyUb,SENP1 inh,SENP7 inh,SENP8 block-1,SENP6 inh,Apaf-1 inh,A3G deaminase,SENP8 block-2
Cc1cccc(/C=C/c2onc(C)c2S(=O)(=O)N2CCC(C(=O)N3CCCCCC3)CC2)c1,-10.2,0.8,3.6,-2.6,-1.5,13.4,-5.2,6.2
O=C(O)CN1C(=O)/C(=C\c2cccc(OCc3ccc(Cl)cc3Cl)c2)SC1=S,-37.6,5.4,8.1,8.9,14.8,14.6,-3.1,-1.9
NNc1nc2c(-c3ccc(F)cc3)nnn2c2ccccc12,8.3,-31.5,91.8*,-440.5,97.4*,32.5,-5.3,92.2*
Cc1c(Cl)c([N+](=O)[O-])nn1CC(=O)N1CCN(Cc2ccccc2)CC1,-9.1,0.9,-3.7,11.1,-16.0,4.5,-8.9,0.1
CCOC(=O)c1ccc(NC(=O)C2(c3ccccc3)CCOCC2)cc1,6.6,1.7,-4.8,7.8,14.3,-3.4,-10.0,-0.5
O=C(Oc1ccc[nH]c1=O)c1cccc(Cl)c1,6.8,1.1,11.4,7.5,-2.9,0.6,-7.4,-0.9
CCOc1ccc(C2c3[nH]c4ccccc4c3C[C@H]3C(=O)N(C4CC4)CC(=O)N23)cc1OC (stereo partly specified),0.2,-9.2,5.7,12.7,12.0,2.7,-9.1,2.0
Cc1ccc(S(=O)(=O)Nc2ccc(OCC(=O)N3CCOCC3)cc2)c(C)c1NS(C)(=O)=O,-3.8,0.6,5.7,16.9,-23.4,-4.2,-8.4,-5.5
O=C(NCC(=O)N(CCN1CCOCC1)C(C(=O)NC1CCCC1)c1ccccc1)c1cccs1 (stereo unspecified),4.7,-1.4,8.3,11.6,9.1,0.3,-4.4,8.0
CCOc1ccc(NC(=O)CCN2CCN(S(=O)(=O)c3ccc(Cl)cc3)CC2)cc1,1.0,4.2,1.9,7.9,-32.4,-10.4,-0.7,-6.6
Cc1ccc(-n2c(C)cc(=O)cc2C)c(C)c1,-1.3,-0.6,-4.2,18.7,11.8,3.1,2.3,11.4
COc1cc(NC(=S)N2CCN(CCO)CC2)cc(OC)c1,-3.4,4.0,-5.6,8.8,-10.3,3.6,-1.5,9.9
CCOC(=O)N1CCN(C(=O)c2cn(CC)c3ccc(S(=O)(=O)N4CC(C)CC(C)C4)cc3c2=O)CC1 (stereo unspecified),7.8,-2.0,0.3,5.7,0.4,-3.3,-6.5,-4.9
Cc1cnc(NC(=O)C2CCCO2)s1 (stereo unspecified),3.9,1.5,-9.6,14.3,13.0,-20.5,-6.6,-3.9
COC(=O)C1=C(C)N(c2ccc(Cl)c(Cl)c2)C(=O)C1,4.8,-68.5,-0.8,-6.2,4.5,6.4,-1.9,0.6
N#Cc1c(NC(=O)C2CC2)sc2c1CCCCC2,-0.1,-1.9,9.0,9.9,-2.4,10.1,-1.6,-1.8
COC(=O)C1=C(C)N(c2ccc(C)c(C)c2)/C(=C/c2ccco2)C1=O,0.4,-8.1,-3.4,10.2,-7.4,-0.7,1.3,1.5
COc1ccc(C2Nc3ccccc3C(=O)N2c2ccccc2)cc1CSc1ccccn1 (stereo unspecified),16.0,4.0,1.6,-286.5,3.4,4.6,-0.7,-2.6
CCN1CCN(c2oc(-c3ccco3)nc2C#N)CC1,5.3,-2.4,4.5,-211.8,-8.5,-4.4,-3.6,-0.9
COc1cc(CC(=O)OCC(=O)N2CCN(C(=O)c3ccco3)CC2)cc(OC)c1OC,7.9,1.1,6.8,4.8,2.0,-12.3,-6.4,2.1
COc1cc(OC)cc(C(=O)NNC(=O)NC2CCCCC2)c1,-1.3,-0.9,2.2,6.6,-10.1,-0.3,-0.2,-10.8
CCOCC(=O)Nc1cccc(Br)c1,0.4,0.9,-17.6,24.5,-19.0,10.0,-7.2,-19.4
O=C1c2cccc([N+](=O)[O-])c2C(=O)N1C1CCCCC1,-0.6,-3.4,2.8,9.0,-2.8,3.1,-3.2,-14.4
O=S(=O)(c1ccc(F)c(F)c1F)N1CCN(C(=S)Nc2ccccc2)CC1,15.4,1.2,9.4,11.7,6.2,-20.2,-10.6,2.7
CCOc1ccc(NC(=O)Nc2ccc(Cc3ccncc3)cc2)cc1,4.7,0.2,13.4,22.5,7.6,-7.6,-3.3,-0.6
# Next results
SMILES,UBC13 polyUb,SENP1 inh,SENP7 inh,SENP8 block-1,SENP6 inh,Apaf-1 inh,A3G deaminase,SENP8 block-2
Cc1ccc(C2CC(C(F)(F)F)n3ncc(C(=O)NCc4ccco4)c3N2)cc1 (stereo unspecified),-20.2,-1.9,-8.4,22.8,-4.4,28.3,-0.6,-5.2
Cc1ccccc1C(=O)NC1CCN(CC(=O)NC2CCCCC2)CC1,3.8,0.2,4.2,9.7,-1.7,-9.1,-9.8,1.4
O=C(NCCCO)C(=O)NCc1ccccn1,-1.2,-0.4,5.3,6.0,-15.5,8.9,1.0,-0.8
CCOC(=O)N1CCN(C(=S)NC(=O)/C=C/c2ccc(C)cc2)CC1,-4.4,-0.7,0.5,7.7,2.1,-7.3,-4.2,-8.1
O=C(COc1ccc(Cl)cc1Cl)N/N=C/c1ccccn1,-21.6,-3.2,-7.8,0.5,-4.1,2.0,-4.0,-13.6
CC1(C)CC(=O)C(C=NCC2CCN(C(=O)Cc3ccccc3)CC2)=C(O)C1,3.4,-2.3,-4.3,19.1,17.0,-10.6,-3.1,-1.0
O=C(N/N=C/C=C/c1ccccc1)c1cccc(Br)c1,-10.2,1.2,-3.9,4.0,-25.7,14.8,-3.5,-3.1
Clc1ccc(-c2nnsc2SCc2ccccc2)cc1,3.2,0.4,2.2,6.3,12.8,-0.4,-5.0,-2.5
Cn1ncc(Br)c1C(=O)Nc1c(F)c(F)cc(F)c1F,-6.1,2.0,-0.5,12.9,-8.9,-0.9,-7.5,-1.2
CC(C)CCNC(=O)c1ccc(OC2CCN(S(=O)(=O)N(C)C)CC2)cc1,3.4,2.4,8.5,8.5,13.0,0.3,-2.3,0.1
CC1CN(C(=O)COC(=O)c2ccc(C#N)cc2)CC(C)O1 (stereo unspecified),1.2,1.5,-4.0,14.1,-0.1,8.2,-11.3,7.3
COc1ccc(N(CC(=O)NCCC2=CCCCC2)S(=O)(=O)c2ccccc2)cc1OC,-1.1,0.1,7.5,2.3,12.6,7.5,-2.5,1.0
CC(CCc1ccc(O)cc1)NCCc1ccc(O)c(O)c1 (stereo unspecified),6.1,-1.0,2.2,17.2,-4.2,-9.6,-9.2,5.5
O=C(OCC(=O)C12CC3CC(CC(C3)C1)C2)c1ccccn1,6.2,0.1,-5.4,9.4,-9.6,-9.6,-8.5,-3.1
O=C(COC(=O)c1cc([N+](=O)[O-])ccc1N1CCOCC1)c1ccccc1,0.4,2.0,5.1,21.5,-3.0,18.3,1.1,1.7
C[C@@H]1CN(C(=O)c2nc3ccc(Cl)cn3c2CN2CCc3sccc3C2)C[C@H](C)O1,-4.2,-10.7,-4.1,43.1*,7.9,4.9,-1.7,3.6
O=C(NCCNC(=O)c1ccccc1Br)c1ccccc1Br,1.3,3.0,-6.1,-7.8,8.9,-6.0,-7.1,1.2
CCc1ccccc1NC(=O)c1noc(C(C)C)c1[N+](=O)[O-],7.0,0.4,-4.9,0.9,-11.8,-8.7,-5.4,3.6
COc1ccccc1Nc1nc(-c2cccc(N3C(=O)c4ccccc4C3=O)c2)cs1,-2.2,0.9,-5.5,0.1,-22.9,21.5,-8.3,-9.2
Cc1ccc(Nc2nnc(SCC(=O)Nc3cccnc3Cl)s2)cc1C,-4.7,-0.8,3.2,7.9,15.6,6.4,-0.7,-2.7
Cc1ccccc1Cn1nc(C)c(NC(=O)c2cc(-c3cccs3)on2)c1C,-7.0,-1.0,-8.1,12.8,-8.0,19.6,-2.4,-2.8
CC1CCC2(CC1)NC(=O)N(CC(=O)NCc1ccc(Cl)cc1)C2=O (stereo unspecified),12.6,0.9,3.7,13.1,7.7,2.8,-2.4,-5.9
O=C(Cc1c(O)c2ccccc2[nH]c1=O)NCc1ccccc1,-3.1,0.3,-3.5,8.1,-1.8,0.9,-1.8,3.5
COc1ccc(OC)c(CNC(=O)C2CCCN(S(=O)(=O)N3CCC(C)CC3)C2)c1 (stereo unspecified),1.6,-1.4,12.0,12.6,0.2,5.1,-6.0,-5.6
COc1ccc(C2CC(c3ccccc3)=NN2C(=O)CSc2nccc(=O)[nH]2)cc1 (stereo unspecified),12.2,-4.9,-5.5,-1.8,-8.9,11.1,-6.6,-7.9
# (next part)
SMILES,UBC13 polyUb,SENP1 inh,SENP7 inh,SENP8 block-1,SENP6 inh,Apaf-1 inh,A3G deaminase,SENP8 block-2
Nc1c2c(nc3sc4c(c13)CCCC4)CCCCCC2,0.2,1.6,-12.6,2.7,-15.7,2.3,-7.8,-6.3
C[C@H](CO)N1C[C@H](C)[C@@H](CN(C)S(=O)(=O)c2ccc(F)cc2)Oc2ccc(NC(=O)Nc3ccc(C(F)(F)F)cc3)cc2C1=O,-6.3,2.0,8.3,5.5,-6.7,4.0,-6.2,-5.1
CC(C)Oc1cccc(C(=O)C2CCCN(C(=O)c3ccnn3C)C2)c1 (stereo unspecified),-10.4,2.0,-7.9,5.2,-12.3,-5.7,-3.7,-12.0
COc1cccc(-c2ncc3ccccc3c2COC(=O)N2CCCCC2)c1,-1.2,4.1,0.7,-4.7,-15.5,12.0,-11.7,-16.4
C#CCOCCOCCOCCNc1nc(N2CCN(C(=O)C([C@@H](C)CC)n3cc(C(N)CC(C)C)nn3)CC2)nc(N2CCN(C(=O)[C@H](CCC(=O)O)n3cc(C(N)Cc4ccc(O)cc4)nn3)CC2)n1 (stereo partly specified),13.9,1.0,-8.2,23.0,-19.7,-8.5,-11.5,4.9
CCOc1ccc2cc(S(=O)(=O)N3CCN(C)CC3)ccc2c1,-1.1,3.6,-3.9,-10.2,-19.4,3.0,-6.4,-8.5
Cc1nc2sc(C(c3cccc(F)c3)N3CCC(C)CC3)c(O)n2n1 (stereo unspecified),2.3,2.3,2.6,19.4,-7.0,-0.5,-3.1,8.2
Cc1[nH]c2ccccc2c1/C=N\NC(=O)CNc1ccc2c(c1)OCO2,1.8,0.2,-1.5,28.1,7.7,-13.2,0.2,4.8
CCN(CC(=O)Nc1c(F)cccc1F)C(=O)CCNC(=O)c1ccccc1OC,-1.7,-0.1,1.1,11.3,-13.0,-0.3,-5.7,5.9
CC1Cc2ccccc2N1C(=O)COC(=O)c1ccc(N(C)C)cc1 (stereo unspecified),4.9,-1.6,-8.4,-16.3,-10.4,18.5,-10.4,-5.6
CN(CC(=O)Nc1ccc(F)cc1)C(=O)COC(=O)C1CCN(c2ccc(C(F)(F)F)cn2)CC1,0.5,-1.8,6.4,-23.8,-18.8,15.6,-5.8,-8.0
Clc1ccc(-c2cn3cccnc3n2)cc1Cl,4.4,-22.5,8.5,i,-19.7,-8.6,-7.5,-9.6
CCN(CC)S(=O)(=O)c1cc(C(=O)O)ccc1Cl,24.7,4.0,-4.9,16.3,-12.6,-7.1,-9.5,-5.4

# Entries of single compounds from above.
# `C[C@H](CO)N1C[C@H](C)[C@@H](CN(C)S(=O)(=O)c2ccc(F)cc2)Oc2ccc(NC(=O)Nc3ccc(C(F)(F)F)cc3)cc2C1=O` reads UBC13 polyUb = -6.3; SENP1 inh = 2.0; SENP7 inh = 8.3; SENP8 block-1 = 5.5; SENP6 inh = -6.7; Apaf-1 inh = 4.0; A3G deaminase = -6.2; SENP8 block-2 = -5.1
# `NNc1nc2c(-c3ccc(F)cc3)nnn2c2ccccc12` reads UBC13 polyUb = 8.3; SENP1 inh = -31.5; SENP7 inh = 91.8*; SENP8 block-1 = -440.5; SENP6 inh = 97.4*; Apaf-1 inh = 32.5; A3G deaminase = -5.3; SENP8 block-2 = 92.2*
